# High-throughput results deposited in PubChem BioAssay by The Scripps Research Institute Molecular Screening Center.
# TEAD-YAP block – TEAD-YAP interaction inhibition, primary screen, TEAD-YAP interaction inhibitor project, luminescence, HEK-TIYL cells; 640,000 tested, 1.4% active; TEAD-Gal4/YAP UAS-luciferase luminescence; inhibition, % at 9.12 µM; in the data active means inhibition above about 32%;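 further: 0% = median of test compound wells and 100% = reference inhibitor wells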
# FBW7 act – FBW7 E3 ligase activators, primary screen, biochemical, AlphaScreen, human; normalized activity (activation), % at 26.1 µM; 650,000 tested, 0.13% active; F-box/WD repeat-containing protein 7 (Homo sapiens), Q969H0; AID 1259310, 2017; AlphaScreen FBW7–phospho-cyclin E peptide binding, activator screen; in the data active means normalized activity above about 1.9%;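 further: purified mutant Fbw7 with reduced substrate affinity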
# GPR151 ag – activators of human GPR151, primary screen, cell-based, PathHunter beta-arrestin, luminescence | PathHunter beta-arrestin GPR151 cells | AID 1508602, 2020 | 650,000 tested, 1% active | G-protein coupled receptor 151 (Homo sapiens), Q8TDV0 | activation, % at 11.2 µM; in the data active means activation above about 4.9%;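 further: 0% = median of compound wells and 100% = cells with positive control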
# Target sequence (Q8TDV0 whole entry, looked up): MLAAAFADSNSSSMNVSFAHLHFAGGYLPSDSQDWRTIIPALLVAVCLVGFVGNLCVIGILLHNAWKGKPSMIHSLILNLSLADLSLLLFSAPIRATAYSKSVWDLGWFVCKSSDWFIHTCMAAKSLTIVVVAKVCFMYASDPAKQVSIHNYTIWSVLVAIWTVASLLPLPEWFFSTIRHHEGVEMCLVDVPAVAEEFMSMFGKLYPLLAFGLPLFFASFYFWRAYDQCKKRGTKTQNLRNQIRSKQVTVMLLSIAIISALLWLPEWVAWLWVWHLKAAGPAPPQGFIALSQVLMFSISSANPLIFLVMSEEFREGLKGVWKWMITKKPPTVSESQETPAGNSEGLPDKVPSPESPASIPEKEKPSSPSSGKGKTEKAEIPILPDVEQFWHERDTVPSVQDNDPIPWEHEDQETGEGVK
# MITF inh – MITF inhibitors, primary screen, biochemical, AlphaScreen, human; AlphaScreen MITF homodimerization, bead proximity signal; AID 1259374, 2018; inhibition, % at 2.6 µM; 650,000 tested, 0.91% active; in the data active means inhibition above about 50%;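 further: 0% = vehicle wells with protein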
# Target sequence (O75030 whole entry, looked up): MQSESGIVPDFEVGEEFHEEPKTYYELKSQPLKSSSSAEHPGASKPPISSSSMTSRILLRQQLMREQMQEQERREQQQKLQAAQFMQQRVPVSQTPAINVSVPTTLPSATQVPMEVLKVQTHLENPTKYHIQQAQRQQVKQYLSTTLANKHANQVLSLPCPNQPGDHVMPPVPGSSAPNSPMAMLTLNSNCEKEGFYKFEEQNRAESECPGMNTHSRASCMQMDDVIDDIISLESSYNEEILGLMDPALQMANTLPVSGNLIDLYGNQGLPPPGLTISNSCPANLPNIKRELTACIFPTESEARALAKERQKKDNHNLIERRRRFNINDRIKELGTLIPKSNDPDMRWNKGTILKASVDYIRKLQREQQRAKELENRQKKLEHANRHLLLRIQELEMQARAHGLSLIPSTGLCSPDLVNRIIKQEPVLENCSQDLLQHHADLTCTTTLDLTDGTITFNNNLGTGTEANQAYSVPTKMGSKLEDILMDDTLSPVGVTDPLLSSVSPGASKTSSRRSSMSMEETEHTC
# An asterisk follows results filed as active.
# The first 7 compounds, ahead of the listing:
SMILES,TEAD-YAP block,FBW7 act,GPR151 ag,MITF inh
COc1ccc(N2CCN(c3c([N+](=O)[O-])ncn3C)CC2)cc1,-6.1,0.0,-0.8,6.0
C=CCOC(=O)/C(=C\c1ccco1)NC(=O)c1cccc(Br)c1,11.6,-0.1,-0.1,6.2
CCCc1c(C#N)c(N)[nH]c(=S)c1C#N,0.4,0.1,2.5,15.7
O=C(O)C1CCCCN1Cc1ccccc1 (stereo not drawn),9.4,0.6,-1.0,5.0
COc1cc2c(cc1NC(=O)Cc1cccs1)oc1ccccc12,2.9,-0.1,0.5,5.9
CCOC(CNC(=O)c1ccc2c(c1)NC(=O)C(CSCc1cc(C)ccc1C)N2)OCC (stereo not drawn),-2.4,0.0,-0.4,0.1
CCC(CC)C(=O)Nc1cc(-c2cccs2)nn1-c1nc(C)c(C)c(=O)[nH]1,-0.2,0.0,-0.3,-0.2

# The whole of this part, previewed entries included:
SMILES,TEAD-YAP block,FBW7 act,GPR151 ag,MITF inh
COc1ccc(N2CCN(c3c([N+](=O)[O-])ncn3C)CC2)cc1,-6.1,0.0,-0.8,6.0
C=CCOC(=O)/C(=C\c1ccco1)NC(=O)c1cccc(Br)c1,11.6,-0.1,-0.1,6.2
CCCc1c(C#N)c(N)[nH]c(=S)c1C#N,0.4,0.1,2.5,15.7
O=C(O)C1CCCCN1Cc1ccccc1 (stereo not drawn),9.4,0.6,-1.0,5.0
COc1cc2c(cc1NC(=O)Cc1cccs1)oc1ccccc12,2.9,-0.1,0.5,5.9
CCOC(CNC(=O)c1ccc2c(c1)NC(=O)C(CSCc1cc(C)ccc1C)N2)OCC (stereo not drawn),-2.4,0.0,-0.4,0.1
CCC(CC)C(=O)Nc1cc(-c2cccs2)nn1-c1nc(C)c(C)c(=O)[nH]1,-0.2,0.0,-0.3,-0.2
CCN1C(=O)OC(C)(CCc2ccccc2)C1(C)O (stereo not drawn),2.9,0.4,-1.4,-1.1
CC(C)CCNC(=O)C(Cc1ccccc1)NS(=O)(=O)c1ccc(F)cc1 (stereo not drawn),6.0,0.0,4.9*,9.4
Cc1c(C(=O)N2CCCC(c3c(S(C)(=O)=O)cnc4ncnn34)C2)cnn1C (stereo not drawn),-0.5,-0.4,0.5,-3.2

# Quoted from the listing.
# TEAD-YAP block with Cc1c(C(=O)N2CCCC(c3c(S(C)(=O)=O)cnc4ncnn34)C2)cnn1C (stereo not drawn) is entered as -0.5
# TEAD-YAP block with CCOC(CNC(=O)c1ccc2c(c1)NC(=O)C(CSCc1cc(C)ccc1C)N2)OCC (stereo not drawn) is entered as -2.4
# MITF inh with CCCc1c(C#N)c(N)[nH]c(=S)c1C#N is entered as 15.7

# Later entries
SMILES,TEAD-YAP block,FBW7 act,GPR151 ag,MITF inh
O=c1oc2cc(O)ccc2cc1-c1nnc(NCc2ccccc2)s1,11.0,0.0,-0.3,-3.5
COc1cc(NCCNC(=O)Nc2cccc(F)c2)nc(OC)n1,5.2,0.5,-2.2,13.9
Cc1nn(Cc2ccc(Cl)cc2)c(C)c1[N+](=O)[O-],3.7,0.7,-0.7,-1.7
O=C(CSc1nc(-c2cccc(Cl)c2)cs1)N1CCOCC1,-50.6,-0.2,-1.1,-7.2
CC1=C(C(=O)OC(C)C)C(c2cn(-c3ccccc3)nc2-c2cccs2)C(C(=O)OC(C)C)=C(C)N1,-10.2,0.0,-0.2,-4.8
CCOC(=O)c1c(C)[nH]c(C)c1-c1cn2cccc(C)c2n1,1.1,0.0,0.3,3.9
Cc1ncc(S(C)(=O)=O)c(-c2cc(N3CCOCC3)nc(N3CCOCC3)n2)n1,0.0,-0.2,1.2,-2.3
C=CCN(C(=O)c1ccc(N2CC3CC(C2)c2cccc(=O)n2C3)c(N)c1)c1ccccc1 (stereo not drawn),-8.0,0.8,-0.9,11.1
CN(Cc1ccccc1)C(=O)c1ccc2c(=O)n(-c3ccccc3)c(SCc3cccc(Cl)c3)nc2c1,-1.9,0.1,-0.8,18.0
CC(C)c1ccc(OS(=O)(=O)c2cn(C)c(=O)n(C)c2=O)cc1,-1.1,0.0,-0.5,3.5
CCOC(=O)c1c(NC(=O)CSc2nnc3cc(C)c4ccccc4n23)sc2c1CCCCC2,-3.1,0.0,-0.2,-6.5
Nc1ccccc1-c1nnn(CC(=O)Nc2ccccc2F)n1,14.8,0.2,0.6,9.3
Cc1nc2ccccc2c(=O)n1NC(=O)C1CCC(C(C)(C)C)CC1 (stereo not drawn),10.8,0.4,-0.4,7.3
CCN(CCO)c1ncnc2scc(-c3ccc(OC)cc3)c12,-0.9,-0.1,0.1,-3.0
COc1cc(NC(=O)c2cc(Cl)ccc2Nc2ccccc2)cc(OC)c1,0.5,0.0,-0.2,-8.2
Cc1cc2c(cc1C)NC(c1ccccc1Cl)C1=C(CC(C)(C)CC1=O)N2 (stereo not drawn),1.5,0.2,0.2,13.6
O=C(CCN1Cc2ccccc2C1=O)NC1CCCc2c1cnn2-c1ccc(F)cc1F (stereo not drawn),-0.3,0.1,0.0,-2.0
Cc1ccc(CNC(=O)C2C3C=CC4(CN(Cc5cccnc5)C(=O)C24)O3)cc1 (stereo not drawn),7.3,0.1,0.0,-6.0
COc1ccc(/C=N/NC(=O)c2ccc3c(c2)OCO3)c(C(=O)O)c1OC,-16.4,0.0,1.0,7.9
CCOC(=O)COc1ccc2c(C)c(Cc3ccccc3)c(=O)oc2c1C,6.5,0.2,0.7,3.1
O=C1N=c2ccc(F)cc2=C1c1sc(N2CCCCCC2)nc1O,-49.0,0.7,-2.3,22.6
CCC(C)N1C(=O)N(c2cccc3ccccc23)C(n2oc(=O)n(-c3cccc4ccccc34)c2=O)C1(C)C (stereo not drawn),-1.7,0.4,-0.3,13.5
CC(C)n1nnnc1C(c1ccc(N(C)C)cc1)N1CCN(C2CCCC2)CC1 (stereo not drawn),-5.0,-0.2,-0.5,-1.8
CCN1C(=O)CC(CC(=O)N2CCC[C@H]2CO)(c2ccccc2C)C1=O (stereo partly drawn),4.7,0.1,-1.1,7.7
O=C(Cc1cccc2ccccc12)N1CCC2(CC1)OCc1ccccc1O2,-8.3,-0.2,4.7,-2.7
N#C/C(=C\c1ccc(Cl)cc1Cl)c1nc2ccccc2s1,6.6,0.1,0.8,-11.3
COc1ccc(NC(=O)Nc2cc3oc4ccccc4c3cc2OC)cc1,-5.3,0.1,0.1,2.7
CC(C)C(C(=O)Nc1ccc(Cl)c([N+](=O)[O-])c1)N1C(=O)c2ccccc2C1=O (stereo not drawn),-2.4,0.2,-0.9,11.5
COc1ccc(N=C2SC(C(=O)NCCc3ccccc3)CC(=O)N2Cc2ccc3c(c2)OCO3)cc1 (stereo not drawn),5.7,0.3,2.3,15.3
CCCCN(CC)C(=O)CSc1nc2ccccc2c(=O)n1CCC(=O)N1CCN(c2ccccc2)CC1,-9.8,-0.1,0.2,-0.1
CN(C(=O)CCn1c(=O)oc2ccccc21)c1ccccc1,0.7,0.0,0.3,-5.2
CS(=O)(=O)N1CCN(CC(=O)c2cccs2)CC1,3.2,-0.1,0.4,-9.8
Cc1nc(N2CCC(C(=O)N3CC=C(c4ccccc4)CC3)CC2)nc2ccccc12,2.8,-0.2,-1.6,-10.1
O=C(NCCN1CCOCC1)c1cccc(-n2ncc3cc(Nc4c(Cl)cccc4Cl)ccc32)c1,16.5,0.1,-0.3,-2.1
CCn1ncc(NC(=S)NCCCOC)c1C(N)=O,-7.3,-0.2,-0.5,9.4
O=C1c2cccc3cc(S(=O)(=O)N(CCO)CCO)cc(c23)C(=O)N1O,-0.9,-0.2,-0.2,11.7
Cc1ccc(CNC(=O)/C=C/c2ccc(F)cc2)cc1,2.5,0.2,-0.3,7.9
CCN1CCN(CC(=O)Nc2ccc(N(CC)CC)cc2C)CC1,4.3,-0.1,0.6,70.1*
CCOC(=O)C1CCN(C(c2ccco2)c2sc3ncnn3c2O)CC1 (stereo not drawn),2.7,0.9,-0.5,-1.4
FC(F)(F)c1cccc(CNc2nc(NC3CCN(Cc4ccccc4)CC3)nc3c2ncn3-c2ccsc2)c1,-0.9,-0.3,-1.1,19.4
Cc1nc2c(c(C)c1CCC(=O)N1CCCC1)c(=O)n(C)c(=O)n2C,7.1,0.0,-0.9,5.0
CCC(=O)Nc1c(-c2ccccc2)nc2ccccn12,10.1,0.0,-0.1,9.7
CC(=O)N1CCC2(CC1)C(C#N)=C(N)OC1=C2C(=O)CC(C)(C)C1,-16.4,0.6,0.0,17.2
CCOC(=O)N1CCC(c2nnc(-c3ccco3)s2)CC1,-0.3,0.1,0.8,-1.1
O=C(c1ccc2c(=O)n(Cc3ccccc3)c(=S)[nH]c2c1)N1CCCC1,6.3,0.0,0.6,7.1
Cc1ccc(F)cc1CNC(=O)Cn1nnnc1CN(C)C(C)C,8.0,-0.1,-0.9,-0.7
COc1ccc(CCNC(=O)CCCCn2c(=O)[nH]c3ccsc3c2=O)cc1OC,13.7,0.0,-0.1,6.6
Cc1nn(CCO)c(N)c1C1(O)C(=O)Nc2c(Cl)cc(Cl)cc21 (stereo not drawn),1.8,0.3,1.5,18.2
Cc1noc(C)c1-c1cc(C(=O)Nc2ccccc2)ccn1,4.6,0.4,2.6,9.5
CC(C)CN1CC[C@H]2[C@H](CCCN2C(=O)c2ccco2)C1,-3.8,0.1,-0.3,2.7

# Rewritten with bars between the fields: entries from further up.
smiles | TEAD-YAP block | FBW7 act | GPR151 ag | MITF inh
CCC(=O)Nc1c(-c2ccccc2)nc2ccccn12 | 10.1 | 0.0 | -0.1 | 9.7
CC(C)CN1CC[C@H]2[C@H](CCCN2C(=O)c2ccco2)C1 | -3.8 | 0.1 | -0.3 | 2.7

# Next structures follow.
SMILES,TEAD-YAP block,FBW7 act,GPR151 ag,MITF inh
Cc1cc(C)c(-c2c(NC3CCCC3)c(=O)c2=O)cc1C,0.2,0.7,-1.9,11.9
COc1ccc(OC)c(NC(=O)Cn2cc(C(C)=O)c3ccccc32)c1,16.8,-0.1,-0.1,6.5
COC(=O)c1ccc2c(=O)n(-c3ccc4c(c3)CCC4)c(=S)[nH]c2c1,12.6,0.1,0.0,9.2
CC1(C)CC(=O)C=C(NCC(c2cccs2)N2CCOCC2)C1 (stereo not drawn),-3.1,0.0,0.5,-6.3
Cc1ccc(CN2CCNC(=O)C2CC(=O)N(C)Cc2nc3ccccc3s2)o1 (stereo not drawn),8.9,0.0,0.1,-1.7
CC(C)C12CCC(C)(O1)C(Oc1cccc(Cl)c1CNC(=O)C1CC1C(=O)O)C2 (stereo not drawn),4.8,0.1,-1.8,3.9
CC(=O)c1ccc(NC(=O)c2cc(-c3cccc(Cl)c3)on2)cc1,-13.6,-0.1,1.6,2.6
COCc1cc(C)nc2sc3c(c12)NC(c1ccc(Cl)c(Cl)c1)NC3=O (stereo not drawn),0.6,-0.1,-1.3,1.2
CCCn1c(=O)c2[nH]c(-c3ccc(OCC(=O)NCCN)cc3)nc2n(CCC)c1=O,12.0,0.0,-3.1,14.0
FC(F)(F)c1cccc(/C=N/Nc2nc3ccccc3o2)c1,-56.7,-0.1,-1.1,2.4
CC(NC(=O)COC(=O)c1cccnc1Nc1cccc(C(F)(F)F)c1)c1ccccc1 (stereo not drawn),-1.4,-0.1,3.4,-5.0
O=C(Nc1nc2ccccc2s1)c1cc(Br)ccc1Cl,-78.9,0.3,-0.7,1.6
CN(Cc1ccccc1)C(=O)COC(=O)Cc1ccc(Cl)cc1,-9.6,0.0,-1.3,-4.7
CCOc1ccc2nc(NC(=O)c3[nH]c(C)c(C(C)=O)c3C)sc2c1,-23.3,-0.1,2.4,9.1
CCOC(=O)C(=O)Nc1ccc(C)cc1S(=O)(=O)N1CCOCC1,4.6,-0.2,-1.7,-10.2
Cn1ccc(=O)c2c(-c3ccccc3)nc3nonc3c21,1.4,0.0,-0.1,11.0
COc1ccc(/C=C2\C=C(c3ccccc3)N(c3cccc4ccccc34)C2=O)cc1Br,-5.5,0.3,0.5,-16.0
O=C(CN1CCN(c2ccccn2)CC1)NC(=O)NC1CCCCC1,-0.5,0.0,0.1,6.2
COCc1c(C(=O)N/N=C/c2cc(Cl)ccc2O)nnn1-c1nonc1N,60.9*,-0.1,0.1,38.0
O=C(CSc1nc2ccccc2n1CC(=O)N1CCCCC1)NCc1ccccc1,10.8,-0.1,0.8,4.2
O=c1c(O)cc([C@H]2Oc3cc(O)cc(O)c3C[C@H]2O)cc2c([C@H]3Oc4cc(O)cc(O)c4C[C@@H]3O)cc(O)c(O)c12,-6.3,-0.3,-0.9,76.3*
COc1ccc(N(CC(=O)N2CCCCC2)S(=O)(=O)c2ccc(F)cc2)cc1,3.0,0.0,-0.3,9.7
CSc1ccc(CN2CCOc3ccc(C(O)c4cccnc4)cc3C2)cc1 (stereo not drawn),4.0,0.0,0.4,5.8
N#CC(C#N)=C1Nc2ccccc2N=C1[n+]1cccc(NC(=O)c2ccccc2)c1,-2.3,-0.1,0.3,3.8
CCOC(=O)CNC(=O)c1[nH]ncc1[N+](=O)[O-],6.5,0.1,-1.5,17.9
CCOc1cc(C2CC(=O)N3C(=C2C#N)SCC3(O)c2ccco2)ccc1O (stereo not drawn),-14.3,0.0,2.5,-0.1
O=C(CSc1n[nH]c(=O)[nH]c1=O)Nc1cc2c(cc1Cl)C(=O)c1ccccc1C2=O,-3.1,0.0,0.2,3.5
Cc1ccc(C(=O)O/N=C(\N)c2ccc(C)cc2)cc1,-74.3,0.0,-1.1,11.6
CCCN1CCN(C(=O)CC2C(=O)NCCN2CC(c2ccccc2)c2ccccc2)CC1 (stereo not drawn),-6.6,-0.2,1.4,-1.9
